Compound activity deposited in PubChem by School of Medicine, Boston University.
PL biosyn Enam = phospholipid synthesis inhibitors, CHO cells, primary screen, ZR-82 cells, Enamine library, screen 3. ZR-82 CHO cells, pyrene fatty acid UV survival, CellTiter Blue; peroxisome-deficient CHO-K1 mutant line; plus DGAT-1, DGAT-2 and ACAT inhibitors. calls only at 10 µM. 20,000 tested, 0.4% active;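 active means cell survival signal 2 SD away from solvent-only control wells, confirmed on one or two retests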;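 further: 3 h compound exposure then viability read about one day after UV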
Calls only; i = inactive. These rows are one share of the data; rates above refer to the full screens.

cpd	SMILES	PL biosyn Enam
1	CCCCn1c(N)c(N(C(=O)c2ccc(=O)n(C)n2)C2CCCC2)c(=O)[nH]c1=O	i
2	O=C(Oc1ccc(I)cc1)C1COc2ccccc2O1 (stereo not drawn)	i
3	CC1(C)N=C(N)N=C(N)N1c1ccc([N+](=O)[O-])cc1	i
4	NCc1ccc(Cn2cncn2)cc1	i
5	O=S(=O)(c1cc(Br)ccc1Br)N1CCNCC1	i
6	COc1cc(S(=O)(=O)NCCCn2ccnc2)ccc1Br	i
7	CC(C)(C)c1cc(/C=N/n2c(N)nc3ccccc32)cc(C(C)(C)C)c1O	i
8	O=C(CC1(O)C(=O)Nc2ccc(Br)cc21)c1cccnc1 (stereo not drawn)	i
9	O=C(N/N=C/c1ccc([N+](=O)[O-])o1)c1ccco1	i
10	S=c1[nH]nc(-c2ccc3c(c2)OCO3)n1-c1ccccc1	i

Overlap with the part before: three entries, followed by the next part.
cpd	SMILES	PL biosyn Enam
8	O=C(CC1(O)C(=O)Nc2ccc(Br)cc21)c1cccnc1 (stereo not drawn)	i
9	O=C(N/N=C/c1ccc([N+](=O)[O-])o1)c1ccco1	i
10	S=c1[nH]nc(-c2ccc3c(c2)OCO3)n1-c1ccccc1	i
11	Cc1cc(C(=O)CSc2nnc(-c3ccco3)o2)c(C)n1CC(F)(F)F	i
12	S=c1oc(-c2ccc(Br)cc2)nn1CN1CCOCC1	i
13	c1ccc2c(CSc3nnc4c(n3)[nH]c3ccccc34)cccc2c1	i
14	Cc1cc(-n2c(C)cc(C(=O)COC(=O)c3ncc(Cl)c(Cl)c3Cl)c2C)no1	i
15	Cc1sc(NC(=O)CC(C)(C)CC(=O)Nc2sc(C)c(C)c2C(=O)O)c(C(=O)O)c1C	i
16	Cc1cccn2c(=O)c3cc(C(=O)N4CCN(C)CC4)sc3nc12	i
17	NC1=NC2(CCSC2)n2c(nc3ccccc32)N1 (stereo not drawn)	i
18	Brc1ccc(CSc2nnc(-c3ccc4c(c3)OCO4)o2)cc1	i
19	CC(C)(C)c1nnc2sc(SCC(=O)c3c[nH]c4ccccc34)nn2c1=O	i
20	O=S(=O)(c1ccc(Cl)s1)N1CCCC1c1nc2ccccc2s1 (stereo not drawn)	i

Reformatted: results already given
17) NC1=NC2(CCSC2)n2c(nc3ccccc32)N1 (stereo not drawn)
  PL biosyn Enam: i

18) Brc1ccc(CSc2nnc(-c3ccc4c(c3)OCO4)o2)cc1
  PL biosyn Enam: i

Later entries:
cpd	SMILES	PL biosyn Enam
21	O=C(NC(=S)N1CCN(C(=S)NC(=O)C2CCCCC2)CC1)C1CCCCC1	i
22	CCCCn1c(=O)[nH]c(=O)c2c1nc(CSc1ncnc3sc(C)c(C)c13)n2CCC	i
23	S=C(Nc1ccccn1)NC1CC2CCC1C2 (stereo not drawn)	i
24	CCN=c1scc(-c2ccco2)n1/N=C/c1ccc2c(c1)OCO2	i
25	Cc1csc(Sc2nc3cc(C)nn3c3ccccc23)n1	i
26	Nc1nc(CSc2nnc(C3CC3)n2C2CC2)nc(Nc2ccccc2)n1	i
27	Cn1cnc2c1c(=O)n(CC(=O)N1CCN(C(=O)c3cccs3)CC1)c(=O)n2C	i
28	O=[N+]([O-])c1ccc(N/N=C/c2cc3c(cc2[N+](=O)[O-])OCO3)c(S(=O)(=O)Nc2ccc(Cl)cc2)c1	i
29	Brc1cccc(/C=C/c2nc3ccccc3o2)c1	i
30	CC1c2cccn2CCN1S(=O)(=O)c1ccc(S(=O)(=O)N(C)C)cc1 (stereo not drawn)	i
31	Fc1cc(Br)ccc1N=Cc1ccc2ncccc2c1	i
32	COCCNCc1nc(NCCOC)c2c(C)c(C)sc2n1	i
33	CCOC(CNc1nc(C)nc2sc3c(c12)CCC3)OCC	i
34	Fc1ccc(C2Oc3ccccc3C3CC(c4ccc(-c5ccccc5)cc4)=NN32)cc1 (stereo not drawn)	i
35	COc1ccc(C2=N/C(=C\c3cccnc3)C(=O)O2)cc1OC	i
36	CCCn1[nH]nnc1=S	i
37	O=S(=O)(c1ccc(C2=NNC(=NC3CCCC3)SC2)cc1)N1CCCCC1	i
38	C=CCSc1nc2c(c(=O)[nH]1)C(c1cccs1)C(C(=O)OC)=C(C)N2 (stereo not drawn)	i
39	Cc1nc(Sc2nnc(-c3sc4ccccc4c3Cl)o2)c2c3c(sc2n1)CCCC3	i
40	FC(F)Oc1ccc(-c2csc(=Nc3ccc(SC(F)F)cc3)n2CC2CCCO2)cc1 (stereo not drawn)	i
41	Cc1cc(C(C)(C)C)cc(C)c1CN1C(=O)C(=O)N(C2CC2)C1=O	i
42	O=C(COC(=O)c1cnccn1)NCC(F)(F)F	i
43	Fc1cccc(/C=N/N=C(c2ccccc2)c2ccccc2)c1	i
44	CN1/C(=C\C=N\Nc2ccccn2)C(C)(C)c2ccccc21	i
45	Cc1ccc(C)n1NC(=O)c1ccco1	i
46	S=c1[nH]n(-c2ccccc2)c(=S)s1	i
47	CCCn1c(SCc2nnc(C)o2)n[nH]c1=O	i
48	CC(C)(C)C(=O)COC(=O)c1ccc([N+](=O)[O-])o1	i
49	O=[N+]([O-])c1ccccc1NNC(=S)NCC1CCCO1 (stereo not drawn)	i
50	C(=Nc1ccc(CCc2ccc(N=Cc3ccncc3)cc2)cc1)c1ccncc1	i
51	C=CCn1c(-c2ccccc2)csc1=Nc1ccc(N=Nc2ccccc2)cc1	i
52	CC(NC(=O)COC(=O)/C=C/c1ccc(I)o1)C1CC2CCC1C2 (stereo not drawn)	i
53	NS(=O)(=O)c1ccc(-n2ncc(Cl)c(Cl)c2=O)cc1	i
54	O=[N+]([O-])c1c(Sc2nnnn2-c2ccccc2)nc2ccccn12	i
55	COC(=O)c1c(-c2cccs2)csc1N	i
56	O=c1c2ccccc2sn1-c1nc2ccc(SC(F)F)cc2s1	i
57	FC(F)(F)c1ccnn1-c1nc(-c2cc(Cl)ccc2Cl)cs1	i
58	O=c1c(-c2nc3ccccc3o2)c2oc3ccccc3n2c2ccccc12	i
59	O=C(O)Cc1coc2cc(OS(=O)(=O)c3cc(Cl)ccc3Cl)ccc12	i
60	CN1/C(=C\C=Nc2ccc(SC(F)F)cc2)C(C)(C)c2ccccc21	i
61	O=C1OC(c2ccccc2)=NC1=C1C=C(c2ccccc2)SC(c2ccccc2)=C1	i
62	CCCCCC(C)NC(=O)c1ccc([N+](=O)[O-])s1 (stereo not drawn)	i
63	Cc1ccc(C)n1-c1ccc(I)cc1	i
64	CC(=O)c1c(C)c[nH]c1C	i
65	O=C(NC1=NCCS1)C1CCN(S(=O)(=O)c2ccc(Br)s2)CC1	i
66	COc1ccc(C2Nc3ccc(Br)cc3C(c3ccccc3)O2)c(OC)c1 (stereo not drawn)	i
67	COC(=O)C12CC3(C)CC(C)(C1)CC(C(=O)OC)(C3)C2	i
68	COc1cc2oc(=O)c3c(c2cc1Cl)CCCC3	i
69	NC(=O)c1ccsc1NC(=O)CN1CCN(Cc2ccc(Br)s2)CC1	i
70	CN1c2ccc(N=Nc3ccc([N+](=O)[O-])cc3)cc2C(C)(C)C12CC(c1ccc(Br)cc1)=NO2 (stereo not drawn)	i

Next section.
cpd	SMILES	PL biosyn Enam
71	CCn1c(C2CC2)n[nH]c1=S	i
72	CCCCn1c(SCc2cc(=O)n3ccsc3n2)n[nH]c1=O	i
73	C=CCn1c(SCC(=O)c2cc(C)n(CC3CCCO3)c2C)nc2sc3c(c2c1=O)CCC3 (stereo not drawn)	i
74	Fc1cccc(/C=C/c2nc3cc(-c4ccccc4)ccc3o2)c1	i
75	COc1ccc(NS(=O)(=O)c2ccc(N=Nc3c(O)[nH]c4ccc([N+](=O)[O-])cc34)c([N+](=O)[O-])c2)cc1	i
76	Cc1cc(C(=O)CSc2ncnc3sccc23)c(C)n1-c1ncn[nH]1	i
77	Cc1ccc(-n2cccc2C(=S)N=P(N(C)C)(N(C)C)N(C)C)cc1	i
78	c1ccc(CNn2cn[n+](Cc3ccccc3)c2)cc1	i
79	C(=N\N1CCN(C(c2ccccc2)c2ccccc2)CC1)/c1cccnc1	i
80	Cn1c(=O)c2c(ncn2CC(=O)NCC(c2ccco2)N2CCCC2)n(C)c1=O (stereo not drawn)	i
81	CC1(C)C2CC=C(COCC(O)CNCCNCC(O)COCC3=CCC4CC3C4(C)C)C1C2 (stereo not drawn)	i
82	O=[N+]([O-])c1ccccc1N/N=C1\CCc2ccccc21	i
83	O=C(O)c1cc2c(s1)CCCCC2	i
84	Cc1nn(CC(=O)NC2CC2)c(C)c1S(=O)(=O)NC(C)(C)C	i
85	CC(Sc1nnc(-c2ccco2)o1)c1nnc(-c2cccs2)o1 (stereo not drawn)	i
86	COCCc1ccccc1P(c1ccccc1)c1ccccc1	i
87	O=c1cc(CSc2ncn[nH]2)nc2ccc(Br)cn12	i
88	Cc1cc(C(=O)CSc2n[nH]c(-c3cccs3)n2)c(C)n1-c1nccs1	i
89	COc1ccc2c(c1)-c1c(sn(-c3ccccc3)c1=S)C(C)(C)N2	i
90	CC(=O)c1c(C)[nH]c(C(=O)NCCCN(C)C)c1C	i
91	Ic1ccc(SNCc2ccco2)cc1	i
92	CC(Oc1ccccc1F)c1n[nH]c(=S)o1 (stereo not drawn)	i
93	CCC(=O)N(c1nnc(SCC(=O)c2ccc[nH]2)s1)C1CC1	i
94	Cc1cc2nc(NC3CCCC3)c3ccccc3n2n1	i
95	Cc1cc2ncn(S(=O)(=O)c3ccc(Br)cc3)c2cc1C	i
96	Fc1c(F)c(F)c(/C=C/CN2CCOCC2)c(F)c1F	i
97	CN=c1scc(-c2cc(OC)ccc2OC)n1/N=C/c1c(OC)cc(OC)cc1OC	i
98	S=c1[nH]nc2c3ccccc3ncn12	i
99	Fc1ccc(Cl)cc1Nc1ncnc2sc3c(c12)CCC3	i
100	Cc1nc(C)c(-c2csc(Nc3ccccc3)n2)s1	i
101	c1csc(-c2nnc(CON=C3c4ccccc4-c4ccccc43)o2)c1	i
102	C(=N\N1CCN(C(c2ccccc2)c2ccccc2)CC1)/C1=C(N2CCOCC2)C(=C/c2ccccc2)/CC1	i
103	C=CCN(CC=C)C(=O)CSc1nc(N)cc(=O)[nH]1	i
104	COc1cc(S(=O)(=O)n2nnc3ccccc32)ccc1Br	i
105	CC1CCC(N(C)c2nc(C(F)(F)F)nc3ccccc23)CC1 (stereo not drawn)	i
106	O=P1(N/N=C/c2ccc(F)cc2)C=C(c2ccccc2)OC(c2ccccc2)=C1	i
107	Cn1c(SCC(=O)Nc2cc(C(C)(C)C)no2)nnc1-c1ccco1	i
108	CCn1c(SCc2nnc(-c3cc4c(s3)CCCC4)o2)nnc1-c1ccco1	i
109	CN1c2ccccc2C(C)(C)C12CC(c1ccc(-c3ccccc3)cc1)=NO2 (stereo not drawn)	i
110	Cc1cc(NC(=O)COC(=O)[C@@H](NC(=O)c2ccco2)C(C)C)no1	i

Filtered by structure, those above containing a COOH group
cpd	SMILES	PL biosyn Enam
15	Cc1sc(NC(=O)CC(C)(C)CC(=O)Nc2sc(C)c(C)c2C(=O)O)c(C(=O)O)c1C	i
59	O=C(O)Cc1coc2cc(OS(=O)(=O)c3cc(Cl)ccc3Cl)ccc12	i
83	O=C(O)c1cc2c(s1)CCCCC2	i

The list goes on:
cpd	SMILES	PL biosyn Enam
111	Cc1ccc(S(=O)(=O)N=C2C(=O)c3ccccc3C([O-])=C2[n+]2cccc(C)c2)cc1	i
112	C/C(=N\Nc1ncc(Cl)cc1Cl)c1cc2ccccc2o1	i
113	CS(=O)(=O)c1ccc(NS(=O)(=O)c2cc(Cl)cc(Cl)c2)cc1	i
114	Fc1ccc2c(c1F)n1c3c(c(-c4ccc(OC(F)F)cc4)cn23)CCCC1	i
115	O=C1NC2=C(C(=O)CCC2)C(c2ccc(OC(F)F)cc2)N1 (stereo not drawn)	i
116	CCCCCC[n+]1cccc2ccccc21	i
117	Cc1nc2ccccc2n1CC(O)Cn1c2ccccc2c2ccccc21 (stereo not drawn)	i
118	COc1ccc(S(=O)(=O)N2CCn3cccc3C2C)cc1 (stereo not drawn)	i
119	O=S(=O)(Nc1ccc(F)c(Cl)c1)c1ccc(Cl)s1	i
120	CC1CCN(c2ncnc3sc4c(c23)CCCC4)CC1	i
121	CC(NC1CC1)C(=O)N1CCN(C(=O)c2ccco2)CC1 (stereo not drawn)	i
122	COc1cc2c(cc1NS(=O)(=O)c1ccccc1OC)oc1ccccc12	i
123	NS(=O)(=O)c1ccc(F)cc1F	i
124	O=C1OCCC1Sc1nc2ccc(Cl)cc2c(=O)n1-c1ccc(F)cc1F (stereo not drawn)	i
125	CN=c1scc(-c2ccccc2)n1C	i
126	O=S1(=O)c2cccc3cccc(c23)N1Cc1cccc2ccccc12	i
127	CN(C)C=Nc1cc(=O)n(-c2ccccc2)[nH]1	i
128	COCCN=c1scc(-c2ccc(Br)cc2)n1/N=C/c1ccc(OC)c(O)c1	i
129	O=[N+]([O-])c1cc2c(c(COc3ccc(-c4nnco4)cc3)c1)OCOC2	i
130	CN(Cc1ccc(Br)s1)C(=O)c1ccc(=O)[nH]n1	i
131	CC(=O)c1c(C)[nH]c(C(=O)CSc2nc(C)c(C)c(C)c2C(N)=O)c1C	i
132	Cc1nc2scc(-c3ccco3)c2c(=O)n1/N=C/N(C)C	i
133	Nc1c(C(=O)c2ccc(Br)s2)oc2ccccc12	i
134	CC1=C/C(=N\Nc2ccc(S(N)(=O)=O)cc2[N+](=O)[O-])CC(C)(C)C1	i
135	CCC(=Nc1ccnn1C1CCCCC1)c1c(O)n(CC)c(=S)n(CC)c1=O	i
136	COc1ccc(S(=O)(=O)c2ccc(OC)cc2)cc1	i
137	S=c1nc(-c2cc(Cl)ccc2Cl)[nH][nH]1	i
138	Cn1c(-c2ccc(Cl)cc2)n[nH]c1=S	i
139	Nc1cc(N)nc(SCCOc2ccccc2F)n1	i
140	O=C(NNC(=O)C12CC3CC(CC(O)(C3)C1)C2)c1ccc2c(=O)n3c(nc2c1)CCC3	i
141	Cc1cc2oc(=O)cc(Cn3ccsc3=N)c2cc1C(C)C	i
